bovine MsrA act – bovine methionine sulfoxide reductase A activation; purified bovine MsrA, absorbance read-out; activation, % at 10.6 µM; actives 0.3% (n = 360,000); AID 602163; in the data active = activation above about 7.5%;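 note: 0% = vehicle and 100% = reference activator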
FAS TE block – FAS thioesterase (human) inhibition. P49327. recombinant FAS-TE, OMFH fluorogenic substrate, fluorescence endpoint. inhibition, % at 15 µM. actives 0.67% (n = 360,000);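 active = compounds whose normalised, plate-corrected inhibition of enzyme fluorescence in the single-dose primary screen is 50% or more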;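 note: 0% = DMSO with enzyme and 100% = substrate without enzyme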
Rin1-Abl PPI inh – blocks binding of human Rin1 to Abl | inhibition, % at 7.35 µM | TR-FRET Rin1/Abl binding, biochemical | AID 588664 | P00519+Q13671 | actives 0.4% (n = 360,000); in the data active = inhibition above about 5%, passing the limit was not always enough
MT1-MMP act inh – inhibitors of human MT1-MMP activation | HT1080 RFP-PRO-GFP cells, GFP/RFP ratio fluorescence, overnight; percent of plate control window, DMSO zero | GFP/RFP ratio change, % at 20 µM | actives 0.061% (n = 360,000) | P50281;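 active = GFP/RFP ratio change of at least 30% with cell ATP level not reduced by more than half and red fluorescence within 50% of control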; note: strong numbers were not always called active
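Assay system – RFP-PRO-GFP reporter HT1080 cells · Compound dosing – single dose of 20 µM compound, 1% DMSO final · Incubation – overnight compound exposure at 37 °C · Measure – GFP/RFP fluorescence ratio · Benchmarks – DMSO wells and RFP-L50D-GFP cells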
Neddylation inh – inhibitors of human cullin neddylation. TR-FRET cullin neddylation, biochemical. calls only at 25 µM. actives 0.58% (n = 360,000); in the data active = inhibition above about 36%
E coli Lon inh – inhibits E. coli Lon protease | actives 0.42% (n = 360,000) | inhibition, % at 7.94 µM | purified E. coli Lon protease, fluorescence polarization; in the data active = inhibition above about 13%, passing the limit was not always enough;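 note: 0% = enzyme with probe and DMSO and 100% = no enzyme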
Target sequence (P0A9M0 whole entry, looked up): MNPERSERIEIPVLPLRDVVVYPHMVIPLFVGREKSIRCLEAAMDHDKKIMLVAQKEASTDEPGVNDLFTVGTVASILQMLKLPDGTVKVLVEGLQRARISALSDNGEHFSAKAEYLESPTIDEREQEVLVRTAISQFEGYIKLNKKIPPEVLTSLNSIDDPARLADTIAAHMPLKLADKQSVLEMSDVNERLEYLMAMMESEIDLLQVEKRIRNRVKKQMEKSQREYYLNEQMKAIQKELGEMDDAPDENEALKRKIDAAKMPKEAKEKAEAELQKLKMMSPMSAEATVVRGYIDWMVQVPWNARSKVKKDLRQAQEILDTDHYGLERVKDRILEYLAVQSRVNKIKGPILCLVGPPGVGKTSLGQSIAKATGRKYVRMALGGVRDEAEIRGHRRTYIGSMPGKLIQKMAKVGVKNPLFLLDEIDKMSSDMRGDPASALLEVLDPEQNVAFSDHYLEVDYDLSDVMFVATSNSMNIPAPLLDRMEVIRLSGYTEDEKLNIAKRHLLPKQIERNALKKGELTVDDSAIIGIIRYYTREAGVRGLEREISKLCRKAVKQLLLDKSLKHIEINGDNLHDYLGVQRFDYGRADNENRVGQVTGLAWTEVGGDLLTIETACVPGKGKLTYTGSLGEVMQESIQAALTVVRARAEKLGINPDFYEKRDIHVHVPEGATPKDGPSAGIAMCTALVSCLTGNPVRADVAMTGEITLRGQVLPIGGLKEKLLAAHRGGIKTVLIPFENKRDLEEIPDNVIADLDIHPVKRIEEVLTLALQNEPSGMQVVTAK
SKN-1 inh – inhibitors of C. elegans SKN-1; C. elegans VP596 Pgst-4::GFP/RFP ratio, acrylamide-induced, 24 h; inhibition, % at 21.8 µM; actives 0.49% (n = 360,000); AID 624304;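 active = interference check ratio from 0.5 to 1.5 plus GFP to RFP signal ratio inhibition reaching or exceeding a fixed threshold, cut at about 30% in these data, passing the limit was not always enough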; note: some compounds called inactive have numbers as strong as hits
MsrA inh – bovine MsrA inhibition. purified bovine MsrA, absorbance read-out. inhibition, % at 15.5 µM. actives 0.75% (n = 360,000). AID 651718; in the data active = inhibition above about 4.5%;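 note: 0% = vehicle wells with enzyme and 100% = reference inhibitor wells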
NRP1-CendR mod – modulators of CendR peptide binding to human neuropilin-1. O14786. FAM-RPARPAR peptide binding to NRP-1, fluorescence polarization. inhibition, % at 25 µM. actives 0.85% (n = 360,000). AID 602438;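 active = inhibition or corrected inhibition above about 18%, plus a signal ratio from 0.5 to 1.5, limit read from the data, passing the limit was not always enough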; note: strong numbers were not always called active
* hit, by the source's call; & = joins results of further samples.

Screening CN(C)c1ccc(NC(=O)CSc2nnc(-c3ccco3)c(-c3ccco3)n2)cc1 returned bovine MsrA act -4, FAS TE block 0, Rin1-Abl PPI inh 1, MT1-MMP act inh -3, Neddylation inh inactive, E coli Lon inh 9, SKN-1 inh 30, MsrA inh 2.3 and NRP1-CendR mod 4.
`O=C(CCc1ccc(S(=O)(=O)N2CCOCC2)cc1)N1CCc2ccccc2C1` gave bovine MsrA act -2, FAS TE block 0, Rin1-Abl PPI inh 0, MT1-MMP act inh -4, Neddylation inh inactive, E coli Lon inh -1, SKN-1 inh -21, MsrA inh -0.5 and NRP1-CendR mod -5.
For Cc1cc(C)n(S(=O)(=O)c2ccc3oc(=O)ccc3c2)n1 the results were bovine MsrA act -9, FAS TE block -6, Rin1-Abl PPI inh -1, MT1-MMP act inh 1, Neddylation inh inactive, E coli Lon inh -1, SKN-1 inh 5, MsrA inh 0.1 and NRP1-CendR mod 3.
CCCCC[C@@H](C)N1C[C@H](COCc2ccccc2)Oc2cc(N3CC[C@H](N(C)C)C3)ccc2S1(=O)=O was read as bovine MsrA act -1, FAS TE block 17, MT1-MMP act inh -4, Neddylation inh inactive, E coli Lon inh 1, SKN-1 inh 18, MsrA inh -3.2 and NRP1-CendR mod 8.
Screening CCC(C)Sc1ccc(-c2nc3cnccn3c2NC2CCCCC2)cc1 (centres undefined) returned bovine MsrA act -5&-4, FAS TE block 28&34, Rin1-Abl PPI inh 1, MT1-MMP act inh -29&-21, Neddylation inh inactive, E coli Lon inh -21&-17, SKN-1 inh 15&10, MsrA inh 0.3&-0.5 and NRP1-CendR mod -33&-52.
CC(C)(C)NC(=O)C(=O)NCCC1=CCCCC1 was read as bovine MsrA act 3, FAS TE block -5, Rin1-Abl PPI inh 2, MT1-MMP act inh -1, Neddylation inh inactive, E coli Lon inh -2, SKN-1 inh 1, MsrA inh 1.3 and NRP1-CendR mod 15.
CC1=CC(C)(C)N=C(Nc2ccc(C)cc2)S1 was read as bovine MsrA act -8, FAS TE block -6, Rin1-Abl PPI inh 2, MT1-MMP act inh 4, Neddylation inh inactive, E coli Lon inh -8, SKN-1 inh 28, MsrA inh 0.0 and NRP1-CendR mod -1.
For Nc1cc(Nc2ccccc2)ccn1 the results were bovine MsrA act -1, FAS TE block -10, Rin1-Abl PPI inh 2, MT1-MMP act inh 0, Neddylation inh inactive, E coli Lon inh 3, SKN-1 inh 1, MsrA inh 0.0 and NRP1-CendR mod 14.
`Cc1cc(C(=O)CS(=O)(=O)c2ccccc2)cc(C)c1O` gave bovine MsrA act -2, FAS TE block -5, Rin1-Abl PPI inh 3, MT1-MMP act inh 0, Neddylation inh inactive, E coli Lon inh 1, SKN-1 inh 8, MsrA inh 1.0 and NRP1-CendR mod 1.
`Cc1sc(NC(=O)c2ccco2)nc1-c1ccc2c(c1)CC(C)N2C(=O)C1CC1` (centres undefined) gave bovine MsrA act -6, FAS TE block 6, Rin1-Abl PPI inh -2, MT1-MMP act inh -7, Neddylation inh inactive, E coli Lon inh -7, SKN-1 inh -4 and NRP1-CendR mod 4.
For COCC(C)N1C(=O)Cc2c1nc(N)c1c(N)nc(N3CCN(c4ccccc4F)CC3)c(C#N)c21 (centres undefined) the results were bovine MsrA act -7, FAS TE block 3, Rin1-Abl PPI inh 1, MT1-MMP act inh 0, E coli Lon inh -6, SKN-1 inh 9, MsrA inh -0.3 and NRP1-CendR mod 0.
For O=C(C1CC(=O)N(C2CCCC2)C1)N1CCN(c2cccc(Cl)c2)CC1 (centres undefined) the results were bovine MsrA act -2, FAS TE block -4, Rin1-Abl PPI inh 0, MT1-MMP act inh 0, Neddylation inh inactive, E coli Lon inh -15, SKN-1 inh 7, MsrA inh -0.1 and NRP1-CendR mod 11.
Screening c1ccc2c(c1)nc1n2CN(Cc2ccc3c(c2)OCO3)CN1 returned bovine MsrA act 3, FAS TE block -12, Rin1-Abl PPI inh 3, MT1-MMP act inh -1, Neddylation inh inactive, E coli Lon inh -1, SKN-1 inh 17, MsrA inh -0.9 and NRP1-CendR mod 15.
`CC(C)CNS(=O)(=O)c1ccc(CCC(=O)NCC2CCCO2)cc1` (centres undefined) gave bovine MsrA act -1, FAS TE block -3, Rin1-Abl PPI inh -4, MT1-MMP act inh 12, Neddylation inh inactive, E coli Lon inh 12, SKN-1 inh 5, MsrA inh -1.9 and NRP1-CendR mod -14.
For O=C(c1cccc(S(=O)(=O)NCc2ccccc2)c1)N1CCN(c2ccc(F)cc2)CC1 the results were bovine MsrA act -1, FAS TE block 9, Rin1-Abl PPI inh -1, MT1-MMP act inh -3, Neddylation inh inactive, E coli Lon inh -4, SKN-1 inh 12, MsrA inh -0.2 and NRP1-CendR mod -4.
COc1ccc(S(=O)(=O)N2CCCC2CNC(=O)C(=O)NCc2ccco2)cc1 (centres undefined) was read as bovine MsrA act -1, FAS TE block -6, Rin1-Abl PPI inh 2, MT1-MMP act inh -1, Neddylation inh inactive, E coli Lon inh 8, SKN-1 inh 11, MsrA inh 1.5 and NRP1-CendR mod -1.
`COC(=O)c1nc2nc(C)cc(=O)n2[nH]1` gave bovine MsrA act -8, FAS TE block -6, Rin1-Abl PPI inh 2, MT1-MMP act inh 2, Neddylation inh inactive, E coli Lon inh -6, SKN-1 inh -1, MsrA inh -0.4 and NRP1-CendR mod 2.
`COc1ccc(NC(=S)Nc2cc(C)cc(C)n2)cc1OC` gave bovine MsrA act -3, FAS TE block -6, Rin1-Abl PPI inh -1, MT1-MMP act inh 5, Neddylation inh inactive, E coli Lon inh 4, SKN-1 inh 0, MsrA inh 0.4 and NRP1-CendR mod 4.
`O=C(NC(c1ccc(-c2ccccc2)cc1)c1cnccn1)C1CCN(Cc2ccc(Oc3ccccc3)cc2)CC1` (centres undefined) gave bovine MsrA act 0, FAS TE block 22, Rin1-Abl PPI inh 0, MT1-MMP act inh 4, Neddylation inh inactive, E coli Lon inh 1, SKN-1 inh -1, MsrA inh -0.5 and NRP1-CendR mod -10.
Screening COc1ccc(N2CCN(S(=O)(=O)CCNC(=O)COc3ccccc3)CC2)cc1 returned bovine MsrA act -9, FAS TE block -6, Rin1-Abl PPI inh -1, MT1-MMP act inh -3, Neddylation inh inactive, E coli Lon inh -2, SKN-1 inh 6, MsrA inh -0.9 and NRP1-CendR mod -5.

Quoted at random: two records from the list.
CC1=CC(C)(C)N=C(Nc2ccc(C)cc2)S1 was read as bovine MsrA act -8, FAS TE block -6, Rin1-Abl PPI inh 2, MT1-MMP act inh 4, Neddylation inh inactive, E coli Lon inh -8, SKN-1 inh 28, MsrA inh 0.0 and NRP1-CendR mod -1.
Screening c1ccc2c(c1)nc1n2CN(Cc2ccc3c(c2)OCO3)CN1 returned bovine MsrA act 3, FAS TE block -12, Rin1-Abl PPI inh 3, MT1-MMP act inh -1, Neddylation inh inactive, E coli Lon inh -1, SKN-1 inh 17, MsrA inh -0.9 and NRP1-CendR mod 15.

The list goes on.
`CCCC(=O)OC/C(O)=C(\C#N)c1nc2ccccc2[nH]1` gave bovine MsrA act -5, FAS TE block -2, Rin1-Abl PPI inh 3, MT1-MMP act inh -6, Neddylation inh inactive, E coli Lon inh -1, SKN-1 inh 12, MsrA inh 1.2 and NRP1-CendR mod -52.
CN(CC(=O)NC(=O)NCc1ccccc1)CC(=O)Nc1ccc(Cl)c(C(F)(F)F)c1 was read as bovine MsrA act 1, FAS TE block 28, Rin1-Abl PPI inh 5, MT1-MMP act inh -3, Neddylation inh inactive, E coli Lon inh -4, SKN-1 inh -8, MsrA inh 0.1 and NRP1-CendR mod 0.
For Cc1ccc(N2C(=O)C(Cl)=C(N3CCOCC3)C2=O)c(C)c1 the results were bovine MsrA act 2, FAS TE block -6, Rin1-Abl PPI inh -1, MT1-MMP act inh 0, Neddylation inh inactive, E coli Lon inh 5, SKN-1 inh 6, MsrA inh 0.1 and NRP1-CendR mod 4.
`CC1(c2ccc(Cl)cc2)NC(=O)N(CC(=O)N2CCCC2)C1=O` (centres undefined) gave bovine MsrA act -4, FAS TE block -7, Rin1-Abl PPI inh -3, MT1-MMP act inh -1, Neddylation inh inactive, E coli Lon inh 2, SKN-1 inh 22, MsrA inh 0.4 and NRP1-CendR mod 6.
Screening CCOc1ccc(-c2c[n+]3c(n2-c2ccccc2)CCCCC3)cc1 returned bovine MsrA act -1, FAS TE block -7, Rin1-Abl PPI inh 0, MT1-MMP act inh -16, Neddylation inh inactive, E coli Lon inh 7, SKN-1 inh 7, MsrA inh -1.0 and NRP1-CendR mod 1.
For O=C(NCc1ccc(F)cc1)c1cccc2c1C(=O)c1ccc(N3CCOCC3)cc1S2(=O)=O the results were bovine MsrA act -9, FAS TE block -4, Rin1-Abl PPI inh -9, MT1-MMP act inh -22, Neddylation inh inactive, E coli Lon inh -50, SKN-1 inh 14, MsrA inh 0.7 and NRP1-CendR mod -38.
`O=C(CSCc1ccc(Br)cc1)NC1CC1` gave bovine MsrA act -2, FAS TE block -2, Rin1-Abl PPI inh 2, MT1-MMP act inh -3, Neddylation inh inactive, E coli Lon inh 2, SKN-1 inh -6, MsrA inh -0.1 and NRP1-CendR mod -16.
For Nc1cc(-c2ccc(OC(F)(F)F)cc2)nn1-c1ccc(Cl)c(Cl)c1 the results were bovine MsrA act 0, FAS TE block 58*, Rin1-Abl PPI inh 0, MT1-MMP act inh 2, Neddylation inh inactive, E coli Lon inh 1, SKN-1 inh 30, MsrA inh 1.0 and NRP1-CendR mod -6.
Screening COc1cccc(CCNC(=O)CCc2nnc(-c3cc(C)oc3C)o2)c1 returned bovine MsrA act -5, FAS TE block -4, Rin1-Abl PPI inh -1, MT1-MMP act inh -1, Neddylation inh inactive, E coli Lon inh 5, SKN-1 inh -14, MsrA inh -1.1 and NRP1-CendR mod 3.
For NS(=O)(=O)c1ccc(Sc2ccccn2)c([N+](=O)[O-])c1 the results were bovine MsrA act -3, FAS TE block -4, Rin1-Abl PPI inh 1, MT1-MMP act inh 3, Neddylation inh inactive, E coli Lon inh 4, SKN-1 inh 9, MsrA inh -0.6 and NRP1-CendR mod -12.
COc1ccc(S(=O)(=O)n2nc(OC(C)=O)cc2N(C(C)=O)C(C)=O)cc1 was read as bovine MsrA act -2, FAS TE block -8, Rin1-Abl PPI inh 2, MT1-MMP act inh 5, Neddylation inh inactive, E coli Lon inh 11, SKN-1 inh 14, MsrA inh 0.3 and NRP1-CendR mod -9.
`Cc1ccc(NC(=O)NCCCN2CCCC2=O)cc1C` gave bovine MsrA act -8, FAS TE block -5, Rin1-Abl PPI inh 0, MT1-MMP act inh -3, Neddylation inh inactive, E coli Lon inh 3, SKN-1 inh 7, MsrA inh 0.1 and NRP1-CendR mod 6.
For Cc1ccccc1S(=O)(=O)N1C[C@H]2CON(C)[C@H]2C[C@H]1c1cccc(-c2ccccc2)c1 the results were bovine MsrA act -1, FAS TE block 20, Rin1-Abl PPI inh -1, MT1-MMP act inh -5, Neddylation inh inactive, E coli Lon inh -3, SKN-1 inh 10, MsrA inh -0.9 and NRP1-CendR mod 0.
COc1cccc(C(=O)NCCS(=O)(=O)N2CCC(C)CC2)c1 was read as bovine MsrA act -2, FAS TE block -8, Rin1-Abl PPI inh 1, MT1-MMP act inh 0, Neddylation inh inactive, E coli Lon inh 1, SKN-1 inh -7, MsrA inh 0.5 and NRP1-CendR mod -13.
CC(=O)NCc1ccc(C(=O)CN2C(=O)NC3(CCCCC3C)C2=O)s1 (centres undefined) was read as bovine MsrA act -3, FAS TE block -3, Rin1-Abl PPI inh 3, MT1-MMP act inh -3, Neddylation inh inactive, E coli Lon inh -1, SKN-1 inh 6, MsrA inh -0.4 and NRP1-CendR mod -9.
`Cc1ccc(S(=O)(=O)NC(CC(C)C)C(=O)N2CCOCCOCCOCC2)cc1` (centres undefined) gave bovine MsrA act -9, FAS TE block -8, Rin1-Abl PPI inh 0, MT1-MMP act inh 2, Neddylation inh inactive, E coli Lon inh 7, SKN-1 inh -12, MsrA inh -0.8 and NRP1-CendR mod 10.

Source: PubChem
